Assay outcomes deposited in PubChem by Broad Institute.
EWS-Fli inh = EWS/Fli transcriptional activity inhibition; A673 NR0B1-luciferase reporter, viability-normalised; inhibition, % at 12.6 µM; 350,000 compounds, 0.67% hits; AID 651661;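 active means mean inhibition of at least 50% after viability correction, with every replicate also passing that limit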;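 further: firefly luciferase signal divided by Alamar Blue viability fluorescence both relative to DMSO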
RAD52 inh = blocks human RAD52 DNA annealing; P43351; 360,000 compounds, 0.46% hits; inhibition, % at 18.7 µM; recombinant RAD52 DNA annealing, FRET fluorescence;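 active means every replicate showing at least 50% inhibition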
RAD54 branch = RAD54 (human) branch migration inhibition. 360,000 compounds, 0.14% hits. inhibition, % at 10.4 µM. RAD54 Holliday junction branch migration, FAM/BHQ fluorescence. Q92698. AID 602329;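 active means mean normalized replicate activity at least 40 and at least half of replicates scoring 40 or more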;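 further: 0% = median of neutral control wells and 100% = median of positive control wells; inhibitors cause a drop in the FAM fluorescence signal; in these data hits start at about 50%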
Target sequence (Q92698 whole entry, looked up): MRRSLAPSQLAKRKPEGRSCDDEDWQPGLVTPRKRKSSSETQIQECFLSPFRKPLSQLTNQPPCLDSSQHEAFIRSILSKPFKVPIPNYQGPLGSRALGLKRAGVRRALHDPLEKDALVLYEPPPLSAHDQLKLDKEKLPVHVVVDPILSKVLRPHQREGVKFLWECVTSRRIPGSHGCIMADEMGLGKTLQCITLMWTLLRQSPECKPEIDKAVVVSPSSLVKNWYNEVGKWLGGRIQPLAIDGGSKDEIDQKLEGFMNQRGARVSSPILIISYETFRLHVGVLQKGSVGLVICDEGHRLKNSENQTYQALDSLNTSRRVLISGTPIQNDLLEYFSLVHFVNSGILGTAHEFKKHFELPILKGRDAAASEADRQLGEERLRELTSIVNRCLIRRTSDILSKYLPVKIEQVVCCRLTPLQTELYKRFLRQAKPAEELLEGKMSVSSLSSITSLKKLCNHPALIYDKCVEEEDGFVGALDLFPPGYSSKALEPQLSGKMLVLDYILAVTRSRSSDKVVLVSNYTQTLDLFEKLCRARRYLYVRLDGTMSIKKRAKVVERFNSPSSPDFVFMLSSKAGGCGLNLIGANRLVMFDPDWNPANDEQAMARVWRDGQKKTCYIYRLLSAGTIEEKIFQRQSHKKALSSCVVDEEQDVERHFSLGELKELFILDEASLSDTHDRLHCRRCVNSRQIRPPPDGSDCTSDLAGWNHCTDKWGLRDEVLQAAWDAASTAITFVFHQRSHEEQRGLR
XiGFP reactiv = activators of X-chromosome reactivation in mouse fibroblasts; XiGFP mouse fibroblasts, % GFP-positive cells imaging, 3 d; cells co-treated with 5-aza-dC sensitizer; scaled so ellipticine positive control = 100%; 360,000 compounds, 0.055% hits; AID 743238; activation, % at 7.58 µM;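 active means mean normalized replicate activation at least 10% and every replicate at or above 10%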;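 further: 0% = median of on-plate neutral control wells and 100% = ellipticine 6 µM median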
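System: XiGFP fibroblasts, SV40-immortalized. Medium: DMEM plus 5-aza-dC sensitizer. Doses: single point. Timing: 3 d treatment, 15 min room-temperature fixation. Control set: ellipticine 6 µM.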
esBAF inh = SWI/SNF esBAF complex inhibition. mouse ES cells, Bmi1-luciferase knock-in reporter, 24 h; 100% = twice the neutral-well signal. reporter increase, % at 12.5 µM. 350,000 compounds, 2% hits. AID 602393; in the data active means activation above about 40%;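 further: 0% = median of the plate's neutral control wells and 100% = double that signal; a rise in the Bmi1 reporter signal indicates esBAF inhibition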
S100A4 inh HTS = inhibitors of human S100A4 binding to myosin IIA peptide; P26447; S100A4/TAMRA-MyoIIA peptide fluorescence polarization; inhibition, % at 10.7 µM; 360,000 compounds, 0.14% hits;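 active means mean inhibition of at least 70% across replicates, with every replicate also reaching that level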
Target sequence (P26447 whole entry, looked up): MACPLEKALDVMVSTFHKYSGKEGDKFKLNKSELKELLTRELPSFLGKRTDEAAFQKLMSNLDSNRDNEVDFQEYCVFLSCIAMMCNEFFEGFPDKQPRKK
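Material: S100A4 monomer protein | Medium: HEPES pH 7.2 with CaCl2, KCl, NaCl, DTT, Triton | Reagent: Labelled myosin peptide probe, 5 nM | Doses: One dose per compound | Times: 5 min incubation before reading | Benchmarks: Neutral control DMSO, positive control TFP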
FN deposition inh = fibronectin deposition inhibition; 350,000 compounds, 0.086% hits; AH1F fibroblasts, Alexa488-fibronectin deposition fluorescence, overnight; inhibition, % at 12.6 µM;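 active means mean inhibition across replicates of 30% or more, regardless of how many single replicates reach that level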;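 further: positive control wells lacked labelled fibronectin entirely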
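Assay system: AH1F fibroblast monolayer, labelled fibronectin deposition. Amount: 10000 cells per well. Also added: labelled fibronectin 24 nM. Compound: single-point pinned compound. Incubation: cell attachment 1 h, compound and FN exposure overnight. Detection: fluorescence after three HBSS washes, excitation 485 nm, emission 525 nm. Read-out: inhibition of fibronectin deposition signal.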
E-sel inducer = E-selectin induction on HUVECs; 260,000 compounds, 0.37% hits; activation, % at 7.58 µM; AID 686992; HUVEC E-selectin immunofluorescence imaging; normalized: neutral wells 0, TNF-alpha wells 100; P16581;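 active means mean E-selectin-positive cell signal at least 10% of the positive control, reached in at least 60% of replicates, without over 20% cell loss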;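 further: in these data hits start at about 27%; measured in HUVEC primary endothelial cells; signal is the percent of cells scored E-selectin positive by PE staining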
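Test system: HUVEC; input: 3,000 HUVEC/well; measured by: immunofluorescence imaging; read-out: % PE-positive cells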
* = called active by the depositor; . = no result given.

SMILES	EWS-Fli inh	RAD52 inh	RAD54 branch	XiGFP reactiv	esBAF inh	S100A4 inh HTS	FN deposition inh	E-sel inducer
COc1ccc(S(=O)(=O)N2CCSCC2)cc1C(N)=O	4	-11	-3	-0.1	-6	5	5	-0.3
C[C@H](CO)N1C[C@H](C)[C@H](CN(C)C)OCCCC[C@H](C)Oc2ccc(NS(=O)(=O)c3ccccc3)cc2C1=O	-4	.	.	0.0	-2	.	0	-0.1
COc1ccc(S(=O)(=O)N2CCN(Cc3ccc4c(c3)OCO4)CC2)cc1	9	-10	-5	0.1	-4	0	1	-0.2
O=C(NCc1ccccc1)C1C(=O)Nc2ccccc2C(=O)N1C1CCCC1 (configuration not stated)	2	-1	.	0.0	.	2	4	-0.1
CC(=O)c1c(C)[nH]c(C(=O)Nc2cccc3ccccc23)c1C	2	-16	9	0.1	.	0	2	1.3
CN(C)C(=O)CCc1ccc2c3c([nH]c2c1)[C@]1(C)[C@@H](C(=O)N2CCOCC2)C[C@H](CC(=O)NCCN2CCOCC2)C(=O)N1CC3	-2	-8	-4	0.4	4	0	1	1.7
COC(=O)c1cn(-c2cccc(N)c2)nn1	2	2	-6	.	.	-3	.	.
CN1c2ccc(-c3cccc(C#N)c3)cc2[C@H]2[C@H](CCN2S(=O)(=O)c2cccc(F)c2)[C@H]1CO	15	.	-2	0.0	-5	.	14	-0.5
Cc1ccc(S(=O)(=O)N[C@@H]2CC[C@H](CC(=O)NCc3ccccc3F)O[C@@H]2CO)cc1	6	0	-2	0.0	-1	17	.	-1.1
O=[N+]([O-])c1cc(S(=O)(=O)C(F)(F)F)ccc1N1CCN(c2ccccc2)CC1	7	-7	.	0.0	.	-18	-2	.
COc1ccc(CN(C)C[C@@H]2Oc3ccc(NC(=O)C4CC4)cc3C(=O)N([C@@H](C)CO)C[C@@H]2C)cc1	0	0	7	0.2	-4	6	4	0.1
CN1C(=O)/C(=C/c2cc3c(cc2Br)OCO3)NC1=S	-6	-42	.	0.0	.	-2	1	.
CO[C@H]1CN(C)C(=O)c2cc(NC(=O)C3CCOCC3)ccc2OC[C@@H](C)N(C)C[C@H]1C	2	4	2	0.4	1	-2	-16	0.0
Cc1noc(C)c1NC(=O)Nc1cccc2c1O[C@H](CN(C)Cc1ccccc1)[C@H](C)CN([C@H](C)CO)C2=O	0	-10	0	-1.2	6	-5	.	0.8
S=C1N(c2ccccc2)CN(CCN2CCOCC2)CN1c1ccccc1	6	-9	1	-0.1	-4	0	-1	0.0
Fc1ccccc1Nc1nc(Cl)nc(Cl)n1	2	-12	-1	0.0	-8	1	-16	-1.1
COc1ccc(CNC(=O)C[C@H]2C[C@H]3c4cc(NC(=O)CN(C)C)ccc4O[C@H]3[C@@H](CO)O2)cc1	-6	2	-4	0.0	2	0	.	0.0
Cn1cnc(S(=O)(=O)N[C@@H]2CC[C@@H](CC(=O)Nc3ccc(-c4ccccc4)cc3)O[C@H]2CO)c1	5	-1	9	0.6	0	16	.	-0.2
O=c1c(Cl)c(Cl)cnn1Cc1nnc(-c2ccccc2Br)o1	46	-43	.	1.0	.	4	39*	.
NC(=O)c1cc([N+](=O)[O-])ccc1N1CCCCC1	.	.	-7	-0.1	-7	.	5	.
CCCCC(=O)Nc1ccc(S(=O)(=O)Nc2nccc(C)n2)cc1	-12	-11	.	0.0	.	0	5	.
Cc1cccnc1C(c1ccc(F)cc1)N(C)C(=O)C1CCN(CCCOc2ccc(F)cc2)CC1 (configuration not stated)	16	-8	-5	0.0	-3	-6	0	0.1
O=C(C[C@@H]1C=C[C@H](NC(=O)C2CCC2)[C@@H](CO)O1)Nc1nccs1	-2	-3	-5	-0.1	1	1	-4	0.2
Cc1noc(C)c1NC(=O)N(C)C[C@@H]1OCCCC[C@@H](C)Oc2ccc(NC(=O)NC3CCCCC3)cc2C(=O)N([C@H](C)CO)C[C@H]1C	1	-2	1	0.3	12	8	-10	.
Cc1ccn2c(=O)c(C(=O)NC3CCCCC3C)c(O)nc2c1 (configuration not stated)	-6	-6	6	-0.1	.	-16	5	-0.2
CCOC(=O)C1=C(COC(=O)c2cccnc2Cl)NC(=O)NC1C (configuration not stated)	-5	-6	.	0.0	.	-2	-9	-1.5
CC1(C)OC(=O)C(=CNNc2c(Cl)cc(Cl)cc2Cl)C(=O)O1	-17	1	-1	0.3	10	-2	-15	0.0
CCC(NC(=O)CCc1c(C)c2cc3c(-c4ccccc4)coc3cc2oc1=O)C(=O)O (configuration not stated)	10	-6	-17	-0.1	-9	-1	-20	.
Cc1ccc(NC(=O)[C@@H]2CCCN2C(=O)[C@@H]2Cc3ccccc3CN2)c(C)c1	.	0	9	0.0	5	-2	3	.
C[C@@H]1CN([C@H](C)CO)C(=O)c2cc(C#Cc3cccc(F)c3)cnc2O[C@H]1CN(C)C(=O)C1CCCCC1	10	6	8	0.3	.	3	.	-0.2
C[C@H](NC(=O)c1nc[nH]c1C(=O)N[C@@H](CCCCN)C(=O)OC(C)(C)C)C(=O)OC(C)(C)C	-7	-11	-7	0.4	4	-50	0	0.0
CCOc1ccc(OCc2ccc(C(=O)N/N=C(\C)c3ccccn3)cc2)cc1	0	-8	.	0.0	.	1	-5	.
CCCN(CCC)C(=O)c1c(C)[nH]c(C(=O)OCC)c1C	3	-1	3	0.2	5	15	1	-0.1
CCCCCOc1ccc(CSC2=NCCN2)cc1[N+](=O)[O-]	-6	15	.	0.4	.	0	15	.
C[C@H](CO)N1C[C@H](C)[C@H](CN(C)CC2CC2)Oc2ccc(NS(=O)(=O)c3ccc(Cl)cc3)cc2CC1=O	11	3	-6	-0.6	5	4	.	-0.4
CCc1nc(SCc2ccccn2)c2c(=O)n(C)c(=O)n(C)c2n1	-2	-3	-6	0.0	-1	-3	-2	-2.3
CC(=O)c1c(C)oc2ccc(N(C(C)=O)S(=O)(=O)c3cccc([N+](=O)[O-])c3)cc12	-4	-10	.	0.1	.	5	.	.
CCCC(=O)N1CCC1(C)C(=O)Nc1ccc(OC(F)F)cc1 (configuration not stated)	-2	-9	1	0.0	0	-5	-9	-0.1
CC1CCCCN1C(=O)COC(=O)C1CCN(S(=O)(=O)c2ccc(Cl)c(C(F)(F)F)c2)CC1 (configuration not stated)	-9	-6	4	0.0	2	-2	-6	0.8
CCCCNC(=O)CN(Cc1ccco1)S(=O)(=O)c1ccc(C(C)=O)cc1	-30	-6	12	-0.2	26	-10	-4	.
O=S(=O)(CCN1CCN(c2ccccc2O)CC1)c1cc(Cl)ccc1Cl	2	-9	-14	0.0	-5	1	-6	-0.1
C[C@H](NC(=O)C[C@H]1CC[C@@H](NC(=O)Nc2ccc3c(c2)OCO3)[C@H](CO)O1)c1ccccc1	-5	-1	4	-0.6	-1	4	6	-0.1
C[C@H]1CN([C@@H](C)CO)C(=O)Cc2cc(NS(=O)(=O)c3ccccc3)ccc2O[C@H]1CN(C)C	-3	20	-18	0.0	2	-6	.	-1.9
CCOc1ccccc1/C=N/n1nnnc1N	10	-5	1	0.0	-7	-16	-4	.
CCn1c(SCC(=O)N/N=C(/C)c2ccncc2)nc2ccccc21	-4	-1	5	-0.1	.	0	-1	-0.1
CCOC(=O)C(C)(C)N(Cc1cccc(C)c1)S(=O)(=O)c1cccc([N+](=O)[O-])c1	.	.	-3	2.7	.	.	-6	1.4
CC1(C)Cc2c(cnn2-c2ccccc2)C(NC(=O)C2(C(N)=O)CC2)C1 (configuration not stated)	-2	-10	1	0.1	4	60	-5	0.2
O=C(CNc1cccc([N+](=O)[O-])c1)N/N=C/c1ccc(F)cc1	5	-16	6	0.0	-8	4	-7	5.0
COc1ccc(S(N)(=O)=O)cc1C(=O)NNC(=O)c1cccc(S(=O)(=O)N2CCOCC2)c1	-2	-9	-8	1.1	-5	-2	-5	-0.2
O=C(C1CC1)N1C[C@@H]2[C@H](c3ccccc31)[C@@H](CO)N2S(=O)(=O)c1ccccc1	-3	-3	4	0.0	3	8	-3	0.2
COCC(=O)Nc1ccc2c(c1)OC[C@@H](C)N(C)C[C@H](C)[C@@H](OC)CN(C)C2=O	12	5	8	0.3	3	1	-10	0.2
CCc1ccc(N=C2NC(=O)/C(=C/c3cc(OC)c(O)c(OC)c3)S2)cc1	3	-16	-4	0.0	12	0	5	.
C[C@@H]1CN([C@H](C)CO)C(=O)Cc2cc(NC(=O)Cc3ccccc3)ccc2O[C@@H]1CN(C)C(=O)Nc1ccc2c(c1)OCO2	0	-1	5	0.4	-2	-4	.	-1.2
CCOC(=O)c1c2ccccc2[n+]([O-])n1CCO	2	-7	0	0.1	4	-1	7	-0.1
CC(C)C[C@H](NC(=O)N1CC(=O)Nc2ccccc21)C(=O)N[C@@H](Cc1c[nH]c2ccccc12)C(=O)O	7	-7	-10	.	4	-5	.	.
COC(=O)c1cc(CNC(=O)C(C)NS(=O)(=O)c2ccc(C)c(C)c2)ccc1OC (configuration not stated)	-1	-5	-7	0.0	-4	-2	-7	0.2
Cc1nc2ccc(N=NC3=C(O)CC(C)(C)CC3=O)cc2s1	-42	.	-7	0.3	49*	.	.	.
COC(=O)[C@]1(CO)N=C(c2ccc(OCCCO)cc2)O[C@@H]1c1ccccc1CN=[N+]=[N-]	-22	-16	2	.	.	-31	.	.
O=C(OCc1ccccc1)N1C=CCC[C@@H]1c1c(Cl)cccc1Br	-9	-15	0	0.1	25	-1	-3	-6.7
NC(=O)Nc1ccc(C(=O)OCC(=O)Nc2sccc2C(N)=O)cc1	-37	-37	6	0.0	-2	-6	8	.
CS(=O)(=O)c1ccc2nc(NC(=O)CCN3C(=O)c4ccccc4C3=O)sc2c1	-9	-16	.	0.0	-8	-2	0	-0.3
CCOC(=O)Cn1cnc2c(nnn2-c2ccc(F)cc2)c1=O	5	1	1	0.2	1	-5	7	0.7
CCOC(=O)N1CCN(Cc2nc3c(c(=O)n(C)c(=O)n3C)n2Cc2ccccc2)CC1	27	-11	-12	0.2	-3	7	5	-0.4

By substructure, the entries above with a CF3 group.
SMILES	EWS-Fli inh	RAD52 inh	RAD54 branch	XiGFP reactiv	esBAF inh	S100A4 inh HTS	FN deposition inh	E-sel inducer
O=[N+]([O-])c1cc(S(=O)(=O)C(F)(F)F)ccc1N1CCN(c2ccccc2)CC1	7	-7	.	0.0	.	-18	-2	.
CC1CCCCN1C(=O)COC(=O)C1CCN(S(=O)(=O)c2ccc(Cl)c(C(F)(F)F)c2)CC1 (configuration not stated)	-9	-6	4	0.0	2	-2	-6	0.8

Full records, looked up by structure:
COc1ccc(S(N)(=O)=O)cc1C(=O)NNC(=O)c1cccc(S(=O)(=O)N2CCOCC2)c1 is listed with EWS-Fli inh = -2; RAD52 inh = -9; RAD54 branch = -8; XiGFP reactiv = 1.1; esBAF inh = -5; S100A4 inh HTS = -2; FN deposition inh = -5; E-sel inducer = -0.2
CCOC(=O)N1CCN(Cc2nc3c(c(=O)n(C)c(=O)n3C)n2Cc2ccccc2)CC1 is listed with EWS-Fli inh = 27; RAD52 inh = -11; RAD54 branch = -12; XiGFP reactiv = 0.2; esBAF inh = -3; S100A4 inh HTS = 7; FN deposition inh = 5; E-sel inducer = -0.4
